From PubChem BioAssay
Pf growth 96h – P. falciparum growth inhibition at 96 hour, primary screen for plastid delayed-death inhibitors | AID 504834 | Potency, µM (top dose mostly 28.7 µM), for the others: at the top dose activity change, negative = inhibition, usual class: inhibitors | 6.9% of 320,000 active | P. falciparum luciferase reporter growth, 96 h
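Delayed-death screen, second-generation endpoint: infected erythrocytes, 2% hematocrit, 0.05% parasitemia final; 96 hours at 37 C, 5% CO2; luciferase detection reagent; luminescence decrease equals reduced growth.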
TbPYK inhibitor – T. brucei pyruvate kinase inhibition; Potency, µM (highest dose often 76.8 µM), for the others: at the top dose activity, negative = inhibition, usual class: inhibitors; 0.12% of 410,000 active; TbPYK enzyme, Kinase-Glo Plus ATP luminescence, 45 min; Q57TT1; also: nearly all actives have a fitted effect of over 50% in size
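Glycolytic pyruvate kinase of T. brucei was incubated with substrate, test compound and 130 uM ADP for 45 minutes at room temperature. Luminescent Kinase-Glo Plus signal was measured after 10 minutes.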
HCV inh – inhibitors of hepatitis C virus infection | Huh7.5.1 HCVcc-Cre infection, luciferase reporter, 44 h | Potency, µM (doses to about 41.8 µM), without a hit: top-dose activity change, negative = inhibition, usual class: inhibitors | 3.4% of 340,000 active | AID 651820
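A cell-based infection assay in which seeded cells (1,000 per well) receive test compound after 4 h, are inoculated with HCVcc-Cre at approximately 0.5 moi, and are incubated 44 h before luminescence detection.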
LmPK inh – blocks Leishmania mexicana pyruvate kinase activity. Q27686. purified LmPK, Kinase-Glo ATP luminescence, 1 h. Potency, µM (top dose mostly 57.5 µM), for the others: at the top dose activity change, negative = inhibition, usual class: inhibitors. 0.37% of 290,000 active
Target sequence (Q27686 whole entry, looked up): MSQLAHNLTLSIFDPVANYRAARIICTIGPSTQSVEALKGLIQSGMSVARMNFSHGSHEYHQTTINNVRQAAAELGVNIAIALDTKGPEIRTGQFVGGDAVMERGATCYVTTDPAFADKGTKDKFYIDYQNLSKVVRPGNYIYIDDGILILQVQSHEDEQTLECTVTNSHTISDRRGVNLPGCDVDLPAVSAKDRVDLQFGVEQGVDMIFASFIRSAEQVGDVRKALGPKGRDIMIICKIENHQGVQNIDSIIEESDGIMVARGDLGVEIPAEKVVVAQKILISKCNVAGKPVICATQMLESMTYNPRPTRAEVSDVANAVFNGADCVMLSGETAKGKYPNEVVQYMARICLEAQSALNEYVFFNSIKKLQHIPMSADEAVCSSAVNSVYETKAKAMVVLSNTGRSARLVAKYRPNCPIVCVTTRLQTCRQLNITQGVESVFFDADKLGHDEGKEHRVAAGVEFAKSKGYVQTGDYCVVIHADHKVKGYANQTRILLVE
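Purified LmPK (0.1 nM) converted ADP (0.1 mM) to ATP with PEP (0.5 mM) in imidazole buffer pH 7.2 with KCl and MgCl2, 1 h at room temperature. ATP was read by Kinase-Glo luminescence; data normalized to uninhibited and no-enzyme controls.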
Pf growth 48h – P. falciparum growth inhibition at 48 hours (one generation) | P. falciparum luciferase growth in erythrocytes, 48 h | Potency, µM (highest dose often 28.7 µM), for inactives: top-dose activity change, negative = inhibition, actives largely listed as inhibitors | 5.9% of 310,000 active
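In quantitative HTS format, infected erythrocytes bearing luciferase-reporter parasites were treated for a single generation at 37 C. Luminescence after adding detection reagent served as the growth measure.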
Sm TGR block – blocks Schistosoma mansoni thioredoxin glutathione reductase; Q962Y6; purified TGR, DTNB reduction, TNB absorbance 405 nm; Potency, µM (doses to about 114 µM), for the others: top-dose activity change, negative = inhibition, actives largely listed as inhibitors; 3% of 360,000 active; also: nearly all actives have a fitted effect of over 60% in size
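First, TGR (20 nM dispensed) and NADPH were mixed with compound. Second, a 15 min room-temperature incubation followed. Third, further NADPH and then DTNB were added to start the reaction. Finally, TNB absorbance was monitored kinetically.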
Starred values were filed as active, the others as inactive; ? = inconclusive; nt = no result given; & = joins results of further samples; [ ] = dose if it differs, or a comment. Calls follow the shape of the dose curve; as a rule, active = well fitted curve in the direction sought with a large enough effect; inconclusive = small, poorly fitted or top-dose-only effect, or another doubt; inactive = no such curve, though single readings can be large; an effect the other way counts as inactive or inconclusive. % is scaled to controls: 0 for no effect and ±100 for the full control effect; potency is read from the fitted curve at half-maximal effect.

Results follow in this order: HCV inh	LmPK inh	Pf growth 96h	Sm TGR block	TbPYK inhibitor	Pf growth 48h
- Cc1ccc(NC(=S)Nc2nc(CC(=O)Nc3ccccc3)cs2)cc1
 : -3%	1%	42%[activator]	3%	-4%	-2%
- Cc1ccc(C(C(=O)NC2CCCC2)N(C(=O)Cc2cccs2)c2cccc(C)c2C)o1 (configuration not stated)
 : -4%	0%	12µM*	-2%	5%	?
- Cc1ccc(C)c(N2CCN(C(=O)C3CCCN(S(=O)(=O)c4cnc[nH]4)C3)CC2)c1 (configuration not stated)
 : -8%	14%	-10%	0%	2%	nt
- CCN(Cc1nc2ccccc2c(=O)[nH]1)C(=O)c1cc2c(s1)CCCCC2
 : 0%	nt	8%	3%	-4%	-1%
- CC(=O)c1ccc(NC(=O)C2CCN(S(=O)(=O)c3cccc4nonc34)CC2)cc1
 : -1%	-3%	5%	5%	1%	31%[activator]
- O=C(/C=C/c1ccccc1)N/C(=C/c1ccccc1)C(=O)N1CCOCC1
 : 11%	-4%	17%	9%	-4%	5%
- COc1ccc(C(=O)/C=C/C(=O)N(CC(=O)NCCC(C)C)Cc2cccs2)c(O)c1
 : 11µM*	-16%	6%	2.8µM*	?	?
- Cc1ccc(C)c(Oc2coc3cc(O)ccc3c2=O)c1
 : 27%	5%	-15%	1%	-11%	6%
- CC(=O)Nc1ccc(NC(=O)c2ccc([N+](=O)[O-])cc2Cl)cc1
 : 14%	4%	20%	10%	7%	29%
- Cc1nnc(SCCC(=O)Nc2nc(-c3ccccc3)ns2)s1
 : ?	0%	?	-3%	nt	8%

Results follow in this order: HCV inh	LmPK inh	Pf growth 96h	Sm TGR block	TbPYK inhibitor	Pf growth 48h
- COc1ccc(NC(=S)N(CCC(C)C)C2CCN(C(C)=O)CC2)cc1
 : 16%	5%	-8%	11%	3%	-1%
- Cc1cc(OC(F)F)ccc1NC(=S)NC1CCCC1
 : -24%	2%	13µM*	7%	1%	?
- NS(=O)(=O)c1cccc(NC(=O)CSc2n[nH]c(-c3cccs3)n2)c1
 : 4%	nt	4%	-8%	-3%	-1%
- C=CCN1CCN(C(=O)c2ccc(-c3ccccc3)cc2)CC1
 : 5%	1%	1.3µM*	-20%	5%	12%
- Cc1c(Cl)cccc1NC(=O)COC(=O)CN1C(=O)NC(C)(C)C1=O
 : 2%	0%	49%[activator]	-6%	-6%	-8%
- CCCc1cc(=O)[nH]c(SCc2ccc(F)cc2)n1
 : -8%	6%	16%	9%	2%	6%
- CN(C)c1nn(C(=O)Nc2ccc(Cl)cc2Cl)cc1-c1ccccc1
 : 16%	-7%	-14%	7%	8%	?
- O=S(=O)(CCSc1ccccn1)c1nc2ccccc2s1
 : ?	5%	1.7µM*	0.79µM*	5%	?
- CCCCCCC1C(C#N)=C(N)OC2=C1C(=O)CCC2 (configuration not stated)
 : 5%	-4%	?	-17%	-1%	-18%
- CCOc1ccc(N(C(C)C(=O)NC2CCCCCC2)S(C)(=O)=O)cc1 (configuration not stated)
 : 1%	-3%	15%	-5%	-15%	-28%

Results follow in this order: HCV inh	LmPK inh	Pf growth 96h	Sm TGR block	TbPYK inhibitor	Pf growth 48h
- O=C(NN1C(=O)/C(=C/c2cccs2)SC1=S)c1ccccc1
 : 10%	-1%	249%[activator]	1%	-2%	5%
- CCCNC(=O)c1cc(C)no1
 : 11%	1%	?	-3%	3%	nt
- O=S(=O)(Nc1ccc(Br)cc1)c1cccc2cccnc12
 : 1%	-1%	-2%	0%	0%	17%
- Cc1ccc(N=C2NC(=O)c3cccc([N+](=O)[O-])c32)cc1
 : 8%	1%	?	-2%	-3%	?
- Cc1cccc(C(=O)NCC(=O)Nc2ccncc2)c1
 : -12%	nt	13%	-1%	0%	1%
- COc1cccc(-c2nnc(SCC(N)=O)n2-c2ccc(Cl)cc2)c1
 : 8%	4%	nt	4%	-26%	-2%
- COc1ccc(NC2CCCCC2NS(=O)(=O)c2ccc(C)cc2)cc1 (configuration not stated)
 : -12%	?	?	-30%	-9%	-24%
- O=C(N1CCCCC1)N1CCN(C(=O)N(c2ccccc2)c2ccccc2)CC1
 : ?	5%	nt	7%	2%	-9%
- COc1ccccc1NC(=O)NNC(=O)CCc1ccccc1
 : 3%	0%	23%	1%	-2%	14%
- CCN1CCCc2cc(CN(CCN3CCOCC3)C(=S)Nc3ccccc3C)ccc21
 : 5%	3%	?	1%	-2%	-11%

Results follow in this order: HCV inh	LmPK inh	Pf growth 96h	Sm TGR block	TbPYK inhibitor	Pf growth 48h
- CCOC(=O)c1ccc(NC(=O)CCn2c(=O)oc3ccccc32)cc1
 : 24%	-1%	7%	-2%&-1%	5%&-6%	-1%
- O=C(OCc1ccc([N+](=O)[O-])cc1)C1CC(=O)N(Cc2ccccc2Cl)C1 (configuration not stated)
 : 12%	-5%	59%[activator]	-5%	-5%	16%
- CCC1CN(C)CCC1(OC(C)=O)c1ccccc1 (configuration not stated)
 : -9%	3%	-1%	-25%	-3%	4%
- CCn1c(=O)cc(SCC(=O)Nc2ccc(OC)c(OC)c2)c2ccccc21
 : ?	-4%	28%	0%	-25%	nt
- CC1CCCCN1Cc1ccc(-c2nnn(CC(=O)NC3CCCCC3)n2)cc1 (configuration not stated)
 : 14%	3%	-14%	2%	3%	-4%
- COc1ccc(C(=O)NCc2ccco2)cc1S(=O)(=O)N1CCOCC1
 : 4%	-4%	1%	-5%	0%	-8%
- COC(=O)C1=C(C)NC2=C(C(=O)CC(c3cccs3)C2)C1c1ccsc1 (configuration not stated)
 : -2%	-5%	34%[activator]	-9%	-9%	0%
- COc1ccc([N+](=O)[O-])cc1NS(=O)(=O)c1cc(C(=O)NCc2cccnc2)ccc1Cl
 : -8%	nt	-9%	-3%	0%	-26%
- CCCC(=O)Nc1ccc(C(=O)NCCc2ccc(F)cc2)cc1
 : -12%	1%	?	2%	-8%	15%
- O=C1C2=C(c3ccccc31)[N+](=O)C1CCCCC1N2[O-] (configuration not stated)
 : -6%	1%	83%[activator]	0%	-2%	30%[activator]

A few values from the results shown:
Result of O=C(OCc1ccc([N+](=O)[O-])cc1)C1CC(=O)N(Cc2ccccc2Cl)C1 (configuration not stated) in LmPK inh: -5%
Result of CCOC(=O)c1ccc(NC(=O)CCn2c(=O)oc3ccccc32)cc1 in HCV inh: 24%
Result of COc1ccc([N+](=O)[O-])cc1NS(=O)(=O)c1cc(C(=O)NCc2cccnc2)ccc1Cl in Pf growth 96h: -9%
Result of COC(=O)C1=C(C)NC2=C(C(=O)CC(c3cccs3)C2)C1c1ccsc1 (configuration not stated) in TbPYK inhibitor: -9%
Result of CCn1c(=O)cc(SCC(=O)Nc2ccc(OC)c(OC)c2)c2ccccc21 in Pf growth 96h: 28%
Result of CCCC(=O)Nc1ccc(C(=O)NCCc2ccc(F)cc2)cc1 in Sm TGR block: 2%

(next part)
Results follow in this order: HCV inh	LmPK inh	Pf growth 96h	Sm TGR block	TbPYK inhibitor	Pf growth 48h
- Cc1c(Br)c(-c2n[nH]c(=S)n2Cc2ccco2)nn1C
 : -12%	?	17%	5%	?	7%
- O=C(CCC(=O)N1CCN(c2ccccc2)CC1)Nc1nnc(C2CCCCC2)s1
 : 16%	0%	-3%	-16%	-5%	-4%
- CS(=O)(=O)Nc1ccc(C(=O)NCCSCc2ccccc2)cc1
 : 2%	-1%	13µM*	15%	-5%	?
- CCCCn1c(C(C)NC(=O)c2cccs2)nc2ccccc21 (configuration not stated)
 : ?	-2%	33%[activator]	2%	0%	?
- Cc1cc(C)c(OCC(=O)OCC(=O)N2CCCc3ccccc32)c(C)c1
 : 18%	nt	?	1%	9%	9%
- CC(=O)Nc1ccc(C(=O)NNC(=O)c2ccc(Cl)cc2Cl)cc1
 : 2%	5%	294%[activator]	2%	3%	21%
- CN(c1ccccc1)S(=O)(=O)c1cccc(NC(=O)CSc2nncn2C)c1
 : -4%	0%	-23%	-1%	2%	14%
- Cc1cnc2c(c1)C(=O)c1ccccc1-2
 : 8%	1%	2%	-2%	-9%	21%
- COc1ccccc1CNC(=O)COC(=O)c1ccc(Cl)c(N)c1
 : 11%	6%	-4%	-4%	4%	-4%
- FC(F)Oc1ccc(NC(=S)NNc2ccnc3cc(Cl)ccc23)cc1
 : 4µM*	-6%	?	11%	-18%	8.3µM*

An excerpt from above, reduced to Pf growth 48h, Pf growth 96h and TbPYK inhibitor.
Compound	Pf growth 48h	Pf growth 96h	TbPYK inhibitor
CN(c1ccccc1)S(=O)(=O)c1cccc(NC(=O)CSc2nncn2C)c1	14%	-23%	2%
Cc1cc(C)c(OCC(=O)OCC(=O)N2CCCc3ccccc32)c(C)c1	9%	?	9%
Cc1cnc2c(c1)C(=O)c1ccccc1-2	21%	2%	-9%

The list continues.
Results follow in this order: HCV inh	LmPK inh	Pf growth 96h	Sm TGR block	TbPYK inhibitor	Pf growth 48h
- COc1ccc(CNC(=S)Nc2ccccc2)cc1
 : -17%	9%	13µM*	35µM*	-5%	?
- CC(C)n1c(SCC(=O)Nc2ccc3c(c2)OCO3)nc2c1c(=O)n(C)c(=O)n2C
 : ?	4%	-5%	-2%	2%	-15%
- Cc1ccc(-c2noc(CSc3nnc(-c4ccncc4)n3-c3ccc(C)cc3)n2)cc1
 : ?	-3%	12µM*	0%	-1%	?
- CNC(=O)CCC(=O)Nc1ccc(C)cc1
 : 8%	2%	47%[activator]	nt	3%	37%[activator]
- O=C(N/N=C/c1cccc2nccnc12)c1ccncc1
 : 16%	0%	0%	16%	0%	0%
- COc1ccc(NC(=O)N2CCn3c2nc2ccccc23)cc1
 : 20%	1%	18%	-2%	4%	30%
- Cc1cc(/C=C2\SC(=S)NC2=O)c(C)n1-c1cccc(O)c1
 : 3%	-29%	266%[activator]	-28%	-9%	182%[activator]
- O=C1c2cccnc2C(Nc2ccc(Br)cc2)N1Cc1cccs1 (configuration not stated)
 : 4%	2%[11.5 µM]	0%	2%	0%	12%
- COc1ccc(C(=O)N/C(=C\c2ccco2)C(=O)NCc2cccnc2)cc1
 : 23%	-1%	1.2µM*	?	-1%	33%[activator]
- CC(C)(C)n1nc2c(c1NC(=O)c1ccc(F)c(F)c1)CS(=O)(=O)C2
 : 27%	0%	14%	-1%	4%	7%

Results follow in this order: HCV inh	LmPK inh	Pf growth 96h	Sm TGR block	TbPYK inhibitor	Pf growth 48h
- O=C(O)Cn1c(O)c(C=Nc2ccccc2)sc1=S
 : 9%&14%	-8%&-3%	?	0%&-12%	-4%&0%	12%
- CSc1ccc(N=Nc2c(C)[nH]n(C)c2=O)cc1
 : ?	-24%	?	0%	-1%	?
- S=C(Nc1ccc(Cl)cc1)NC1CCCCC1
 : -10%	11%	-34%	-4%	-1%	?
- Cn1nnnc1SCC(=O)N1CCN(S(=O)(=O)c2ccccc2)CC1
 : 3%	0%	15%	14%	4%	4%
- C=CCOc1ccc(/C=C2\SC(N3CCCCC3)=NC2=O)cc1
 : ?	-1%	21%	1%	-8%	?
- CCc1c(C)nc(SC)n(CC#N)c1=O
 : 7%	0%	-6%	-7%	-9%	-4%
- O=C(NCCOc1ccccc1)c1ccc2n[nH]nc2c1
 : 10%	nt	157%[activator]	-1%	-16%	239%[activator]
- COCCN(CC(=O)Nc1ccc(F)cc1)S(=O)(=O)c1ccc(S(=O)(=O)N2CCCC2)cc1
 : -25%	0%	19%	2%	5%	0%
- O=C(O)c1sccc1Oc1ccc(NS(=O)(=O)c2ccccc2)cc1
 : 18%	-1%	5%	-1%	2%	10%[0.00184 µM]
- CC(=NCCO)c1c(O)n(C2CCCCC2)c(=O)[nH]c1=O
 : 20%	-3%	-2%[5.75 µM]	5%	29%	-2%
- CC(=O)N(C)Cc1ccc(C(=O)CCl)cc1
 : ?	-6%	-34%	11µM*	-3%	11%
- CCOC(=O)CSc1n[nH]c(NC(C)=O)n1
 : 11%	2%	10%	-1%	2%	0%
- CC(C)C[C@@H](CN=[N+]=[N-])N1CCN(C)CCC1=O
 : 7%	4%	15µM*	-29%	1%	9%
